Screens (PubChem)
AmpC inh detg: inhibitors of E. coli AmpC beta-lactamase with detergent. P00811. AmpC hydrolysis of nitrocefin, absorbance 480 nm, 0.01% Triton. Potency, µM (doses to about 114 µM), for inactives: at the highest dose activity change, negative = inhibition, hits mostly inhibitors. 370,000 compounds, 0.041% hits;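 further: potency means the concentration at half of the fitted maximal effect; 0% = no-compound wells and -100% = no-enzyme wells; nearly all actives have a fitted effect of over 25% in size; some results filed as inactive show a strong effect at the top dose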
Target sequence (P00811 whole entry, looked up): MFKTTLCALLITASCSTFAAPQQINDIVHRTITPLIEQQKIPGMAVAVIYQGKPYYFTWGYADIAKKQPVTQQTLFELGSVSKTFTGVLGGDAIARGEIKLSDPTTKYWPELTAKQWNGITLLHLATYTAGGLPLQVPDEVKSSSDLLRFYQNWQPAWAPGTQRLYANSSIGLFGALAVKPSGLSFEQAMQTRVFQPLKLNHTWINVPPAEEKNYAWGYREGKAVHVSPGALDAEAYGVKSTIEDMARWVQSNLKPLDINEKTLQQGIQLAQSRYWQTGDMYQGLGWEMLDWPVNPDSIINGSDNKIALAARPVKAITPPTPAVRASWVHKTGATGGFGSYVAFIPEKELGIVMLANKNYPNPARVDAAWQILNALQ
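20 mM phosphate pH 7.0 + 0.01% (detergent screen) or 0.0001% Triton X-100; 5.3 nM AmpC reagent; cpd preinc 15 min RT; nitrocefin (800 uM stock) to start; A480 q20 s × 4 min; Activity was normalised to no-enzyme and no-compound control wells.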
AMA1 RON2 block: disrupts binding of P. falciparum AMA1 to RON2; AlphaScreen AMA1-biotinylated RON2 peptide binding; 360,000 compounds, 0.2% hits; Potency, µM (titrated, usually from 58.2 µM), without a hit: top-dose activity change, negative = inhibition, hits mostly inhibitors;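 further: potency means the concentration at half of the fitted maximal effect; 0% = vehicle wells and -100% = peptide control; nearly all actives have a fitted effect of over 45% in size; some results filed as inactive show a strong effect at the top dose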
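AMA1 (3D7) with his tag at 25 nM final met compounds first, then biotinylated RON2 peptide at 25 nM; detection used donor plus acceptor beads, 10 µg/mL apiece, read by AlphaScreen after 30 min at room temperature.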
HCMV inh: inhibitors of human cytomegalovirus; HFF cells, HCMV-luciferase reporter, 72 h; active compounds read low; activity change, negative = inhibition, % at 57.5 µM; 410,000 compounds, 4.5% hits; in the data active means activity change below about -60%; inconclusive means no clear call, values can overlap the other calls; inactive means above about -39%
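Cell-based, HFFs, 1000 cells/well, 16 h 37C; cpds in DMSO + HCMV-luc, MOI 1 PFU/cell; 72 h 37C; OneGlo luminescence after 5 min RT; norm. to buffer vs Salinomycin 10uM.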
LmPK inhibitor: blocks Leishmania mexicana pyruvate kinase activity. Q27686. purified LmPK, Kinase-Glo ATP luminescence, 1 h. Potency, µM (doses to about 57.5 µM), for inactives: at the top dose activity change, negative = inhibition, most hits filed as inhibitors. 290,000 compounds, 0.37% hits. AID 1721; further: potency means the concentration at half of the fitted maximal effect
Target sequence (Q27686 whole entry, looked up): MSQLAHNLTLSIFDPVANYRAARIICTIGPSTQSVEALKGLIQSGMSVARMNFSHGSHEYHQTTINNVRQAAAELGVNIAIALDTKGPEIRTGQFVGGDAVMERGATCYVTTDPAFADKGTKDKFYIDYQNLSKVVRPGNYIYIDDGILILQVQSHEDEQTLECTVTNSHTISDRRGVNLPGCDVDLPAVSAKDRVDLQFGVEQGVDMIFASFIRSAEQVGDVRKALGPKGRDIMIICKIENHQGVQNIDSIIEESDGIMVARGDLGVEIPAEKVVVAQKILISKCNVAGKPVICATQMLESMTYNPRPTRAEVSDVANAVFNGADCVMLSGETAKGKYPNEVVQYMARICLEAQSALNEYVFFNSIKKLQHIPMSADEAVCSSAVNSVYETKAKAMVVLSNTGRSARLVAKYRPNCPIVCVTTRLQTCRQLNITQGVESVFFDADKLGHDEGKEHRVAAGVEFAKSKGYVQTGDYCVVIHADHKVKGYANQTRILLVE
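Purified LmPK (0.1 nM) converted ADP (0.1 mM) to ATP with PEP (0.5 mM) in imidazole buffer pH 7.2 with KCl and MgCl2, 1 h at room temperature. ATP was read by Kinase-Glo luminescence; data normalized to uninhibited and no-enzyme controls.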
AmpC inh no detg: inhibitors of E. coli AmpC beta-lactamase without detergent | Potency, µM (series often up to 57.1 µM), inactives show top-dose activity change, negative = inhibition, actives largely listed as inhibitors | P00811 | AID 485341 | 330,000 compounds, 0.52% hits | AmpC nitrocefin hydrolysis, absorbance 480 nm, 0.0001% Triton;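 further: potency means the concentration at half of the fitted maximal effect; plate controls were no compound for no effect and no enzyme for full effect; nearly all actives have a fitted effect of over 20% in size; some results filed as inactive show a strong effect at the top dose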
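AmpC (5.3 nM in the dispensed reagent) in 20 mM phosphate pH 7.0 with 0.01% (detergent screen) or 0.0001% Triton X-100 was preincubated with compounds for 15 min at room temperature. Nitrocefin was then added from an 800 uM solution, and hydrolysis was followed at 480 nm.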
Tb PYK inh: blocks Trypanosoma brucei pyruvate kinase; Q57TT1; TbPYK enzyme, Kinase-Glo Plus ATP luminescence, 45 min; Potency, µM (titrated, usually from 76.8 µM), inactives show at the highest dose activity, negative = inhibition, usual class: inhibitors; 410,000 compounds, 0.12% hits; AID 624173; further: potency means the concentration at half of the fitted maximal effect; nearly all actives have a fitted effect of over 50% in size
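ADP (130 uM final) triggers the TbPYK reaction after compound addition; incubation is 45 min at room temperature. Kinase-Glo Plus is then added and luminescence imaged. Normalized data are fitted to concentration-effect curves.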
Sm TGR block: blocks Schistosoma mansoni thioredoxin glutathione reductase. Q962Y6. purified TGR, DTNB reduction, TNB absorbance 405 nm. Potency, µM (highest dose often 114 µM), for inactives: top-dose activity change, negative = inhibition, usual class: inhibitors. 360,000 compounds, 3% hits. AID 485364; further: potency means the concentration at half of the fitted maximal effect; nearly all actives have a fitted effect of over 60% in size
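TGR 20 nM + NADPH 100 uM (dispensed conc.), cpd preinc 15 min RT; start with NADPH (500 uM addition) then DTNB (15 mM addition). Kinetic TNB absorbance, 405 nm filter. Four-parameter Hill fit across titration.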
Active calls of the source: *; ? = inconclusive; . = no result given; [ ] = dose if it differs, or a comment. Unless noted, the call rests on the fitted dose curve; in most records, active means well fitted curve in the direction sought with a large enough effect; inconclusive means small, poorly fitted or top-dose-only effect, or another doubt; inactive means no such curve, though single readings can be large; an effect the other way counts as inactive or inconclusive. Unless noted, on the % scale 0 is the no-effect control and ±100 the full control effect.

SMILES	AmpC inh detg	AMA1 RON2 block	HCMV inh	LmPK inhibitor	AmpC inh no detg	Tb PYK inh	Sm TGR block
CC(C)C1=NN(C(=O)c2cccnc2)C(O)(C(F)(F)F)C1 (stereo not given)	-11%	25%	-30	2%	4%	2%	-6%
O=C(OCC(=O)N1CCOCC1)c1ccccc1Cc1ccccc1	-3%	-3%	171	?	31%	-1%	-6%
COc1ccc(Cl)cc1C(=O)Nc1ccc(CN2CCCCC2)cc1	6%	-4%	?	0%	11%	-8%	.
Cc1ccc(NC(=O)CSc2nc3cc(C(=O)NCC4CCCO4)ccc3c(=O)n2CC2CCCO2)cc1 (stereo not given)	.	-2%	-35	.	.	-6%	.
CCOC(=O)CNC(=O)N1CCCN(S(=O)(=O)c2ccc3c(ccn3CC)c2)CC1	20%	.	5	.	.	-5%	-15%
O=C(CNS(=O)(=O)c1ccccc1)N/N=C/c1ccc(O)cc1	-13%	-3%	10	1%	-1%[11.4 µM]	0%	10%
COc1ccc(S(=O)(=O)N2CCc3ccccc32)cc1C(=O)Nc1ccc(NC(C)=O)cc1	.	1%	0	.	69%[activator]	0%	.
COc1ccc(N(C)S(=O)(=O)c2ccc(Cl)c(C(=O)NCC(C)(C)N3CCOCC3)c2)cc1	-10%	-16%	?	.	106%[activator]	2%	-5%
Cc1ccccc1CNC(=O)c1ccc(Cn2c(SCc3ccccc3)nc3cccnc32)cc1	15%	.	22	.	.	4%	-3%
Clc1ccc(Cl)c2sc(N3CCOCC3)nc12	.	-7%	8	.	.	0%	.
CC(C)c1cccc(-c2ccc3c(c2)S(=O)(=O)c2cccc(C(=O)NCc4ccccc4Cl)c2C3=O)c1	.	-2%	.	.	-45%	1%	.
CCN(Cc1ccncc1)C(=O)c1ccc(Br)o1	-4%	4%	-28	-3%	-6%	-4%	?
Cc1[nH]c2ccccc2c1Cc1nnc(SCC(N)=O)o1	?	7%	21	0%	5%	-8%	45µM*
O=C(N/N=C/c1c(O)n(Cc2ccccc2)c(=O)[nH]c1=O)c1ccccc1	7%	2%	-6	2%	-34%	-2%	-32%
CC(C)c1ccc(/C=N/NC(=O)CC(=O)NCc2ccccc2)cc1	?	-3%	-3	9%	-31%	1%	10%
CCC1CCC2(CC1)NC(=O)N(CC(=O)Nc1ccc(OC)c(Cl)c1)C2=O (stereo not given)	-5%	-5%	?	.	-16%	-7%	6%
CC(=O)N1CCN(C(=O)c2ccc(Cl)c(S(=O)(=O)N3CCc4ccccc43)c2)CC1	6%	-9%	0	.	177%[activator]	1%	1%
Cc1cc(C(=O)NNC(=O)/C=C/c2ccccc2Cl)c(C)o1	?	120%[activator]	?	-2%	-49%	-8%	4%
CCCOc1ccc(/C=C/c2[nH]c(=O)[nH]c(=O)c2[N+](=O)[O-])cc1OCC	-5%	-5%	0	2%	-7%	-2%	0%
CCCC(=O)N1CCCC1(C)C(=O)Nc1cc(OC)ccc1OC (stereo not given)	.	6%	5	.	.	1%	.
CCCOc1ccc(CC(=O)NCCc2ccccc2)cc1OC	-4%	0%	11	-6%	-6%	-1%	15%
CN1C(=O)/C(=C/c2ccccc2OCc2ccc(C(=O)O)cc2)NC1=S	2%	-3%	?	-3%	-24%	-26%	.
CC1CCN(CCCNC(=O)CCNC(=O)Cn2cnc3ccccc3c2=O)CC1	-11%	-3%	-4	4%	-8%	-22%	11%
COC(=O)CN(c1ccc(OC)cc1OC)S(=O)(=O)c1ccccc1[N+](=O)[O-]	-3%	3%	-39	4%	-15%	1%	-3%
Cc1nnc(SCC(=O)Nc2ccc(S(=O)(=O)Nc3ccc(Cl)nn3)cc2)s1	-4%	-15%	11	-5%	-26%	-3%	-15%
COC(=O)CCCCC1SCC(NC(=O)c2ccccc2)C1OC(C)=O (stereo not given)	0%	0%	11	2%	5%	0%	-34%
CCCCc1nn2c(=O)cc(COC(=O)c3cccc(NC(=O)CCc4ccccc4)c3)nc2s1	-1%	.	86	.	.	-9%	2%
CC(C)(C)NC(=O)C1Cc2ccccc2CN1C(=O)Nc1cccc(Cl)c1 (stereo not given)	2%	?	-21	4%	-18%	2%	12%
COc1ccc(CN(CCCN2CCOCC2)S(=O)(=O)N(C)C)cc1OC	-1%	23%	47	-1%	-7%	-7%	-17%
CC(C)C1Cc2c(sc3ncnc(NN)c23)CO1 (stereo not given)	-2%	78%[activator]	?	-3%	-2%	-5%	17%
CCc1cccc(CC)c1NC(=O)c1c(C)oc2ccc(O)c(CN3CCN(C)CC3)c12	20%	.	6	.	.	0%	6%
C[C@@H]1NC(=O)[C@H](CCCN=C(N)N)NC(=O)c2cc([N+](=O)[O-])cc(I)c2NCCC[C@@H](C(N)=O)NC1=O	-1%	-4%	-5	3%	3%	3%	-4%
COc1cc2c(cc1OC)C(NC(=O)c1ccc(C)cc1)CC2=O (stereo not given)	3%	-8%	-37	1%	45%[activator]	3%	2%
Cc1cc(S(=O)(=O)NC2CCN(Cc3ccccc3)CC2)c(C)cc1Cl	7%	?	14	4%	82%[activator]	-5%	8%
O=S(=O)(N/N=C\c1cccc(F)c1)c1ccccc1	-11%	7%	37	8%	-26%	-5%	-26%
O=C(COc1ccccc1)NCCSCc1ccc(Cl)cc1	1%	6%	-27	-3%	-13%	-6%	-19%

Grouped by structure: the entries above containing a nitro group on carbon.
SMILES	AmpC inh detg	AMA1 RON2 block	HCMV inh	LmPK inhibitor	AmpC inh no detg	Tb PYK inh	Sm TGR block
CCCOc1ccc(/C=C/c2[nH]c(=O)[nH]c(=O)c2[N+](=O)[O-])cc1OCC	-5%	-5%	0	2%	-7%	-2%	0%
COC(=O)CN(c1ccc(OC)cc1OC)S(=O)(=O)c1ccccc1[N+](=O)[O-]	-3%	3%	-39	4%	-15%	1%	-3%
C[C@@H]1NC(=O)[C@H](CCCN=C(N)N)NC(=O)c2cc([N+](=O)[O-])cc(I)c2NCCC[C@@H](C(N)=O)NC1=O	-1%	-4%	-5	3%	3%	3%	-4%

Remaining list, next part:
SMILES	AmpC inh detg	AMA1 RON2 block	HCMV inh	LmPK inhibitor	AmpC inh no detg	Tb PYK inh	Sm TGR block
COc1cccc(C(=O)O/N=C(\N)c2ccccn2)c1	-1%	61%[activator]	80	14µM*	-8%	?	9%
O=C(Nc1ccccc1C(F)(F)F)c1ccc(F)c(S(=O)(=O)N2CCc3ccccc3C2)c1	1%	.	15	.	.	5%	-1%
CCOC(=O)N1CCN(C(=O)CNC(=O)c2nn(-c3ccc(OC)cc3OC)c(=O)c3ccccc23)CC1	-1%	-4%	44	3%	92%[activator]	0%	10%
CCN1C(=C(C#N)C#N)C=Cc2cc(C)ccc21	-4%	-4%	-21	-1%[11.5 µM]	-21%	-4%	10%
CC1(C)C=Cc2c(c3ccccc3[nH]c2=O)O1	?	0%	4	1%	-22%	1%	0%
Cc1noc(C)c1NC(=O)Nc1ccc2c(c1)C(=O)N([C@H](C)CO)C[C@@H](C)[C@@H](CN(C)S(=O)(=O)c1cn(C)cn1)OCCCC[C@H](C)O2	.	-1%	-9	.	.	-1%	.
C=CC(=O)NCNC(=O)C=C	-1%	10%	8	.	-11%	-2%	-16%
O=C(CSc1nc(=O)n2ccccc2n1)NCc1ccc2c(c1)OCO2	?	1%	-35	.	-30%	8%	-14%
CCCC1(C(=O)OC)NC(c2ccc(OC)cc2OC)C2C(=O)N(c3cccc(C(C)=O)c3)C(=O)C21 (stereo not given)	1%	15%	19	7%	46%	3%	0%
CCOC(=O)c1ccc(NC(=O)C(CC)CC)cc1	?	-5%	48	-1%	-23%	-3%	-1%
O=C(NCc1ccco1)C1CCN(c2nc3ccccc3n2Cc2ccccc2F)CC1	-8%	-16%	-6	2%	121%[activator]	1%	45µM*
CCOc1ccccc1NCc1nnc(-c2ccccc2)o1	4%	-15%	2	2%	-2%	5%	-31%
COC(=O)CN1C(=O)COc2ccc(Cl)cc21	?	8%	32	-7%	-19%	-4%	-4%
OC(CN1CCN(Cc2ccccc2)CC1)c1ccc(F)cc1 (stereo not given)	-1%	-10%	-4	6%	-6%	1%	8%
COc1ccc(CNC(=O)CN2C(=O)COc3ccc(S(=O)(=O)N4CCCCCC4)cc32)cc1	-12%	.	?	.	.	-5%	0%
O=C(c1ccc(NS(=O)(=O)c2cccc3cccnc23)cc1)N1CCOCC1	.	3%	1	.	.	-15%	.
COc1ccc(-n2c(Cc3cccn3C)nnc2SCC(=O)NC2CCCC2)cc1	?	1%	12	1%	?	-1%	?
O=C(NC(=S)Nc1nc2ccccc2s1)c1cccs1	1%	71%[activator]	38	-5%	-20%	0%	?
COc1ccc(F)cc1CN1CCN(C(=O)c2ccc(S(=O)(=O)N3CCCCCC3)cc2)CC1	.	-7%	?	.	.	2%	.
CCn1c(SCC(=O)Nc2ccc(NC(=O)c3ccco3)cc2)nnc1-c1cccs1	.	-3%	-16	.	.	-1%	.
Cc1nc(-c2cccc(NC(=O)Nc3ccccc3C(F)(F)F)c2)no1	3%	.	-17	.	.	-2%	7%
COc1cccc(CN2CCN(C(=O)c3ccc(-c4ccccc4)cc3)CC2)c1OC	-7%	-26%	-10	-4%	186%[activator]	-1%	.
COc1cccc(-c2cnc(C(O)c3cccc(CN4CCCCC4)c3)[nH]2)c1 (stereo not given)	.	-8%	-14	.	.	1%	.
Cc1c(O)ccc(-c2n[nH]c(C(=O)O)c2-c2nc3ccccc3s2)c1O	2%	155%[activator]	-32	4%	-27%	-10%	9%
Cc1ccc(-c2nn(C(C)(C)C)c3ncnc(N)c23)cc1	?	2%	-69*	-4%	-10%	-6%	32%
COc1ccccc1-c1sc2ccccc2c1-c1ccc2c(c1)OCO2	-4%	-11%	-8	-4%	-38%	0%	-14%
FC(F)(F)c1ccc(Nc2nnnc3ccccc23)cc1	0%	22%	-29	-17%	-3%	-5%	-2%
CC(C)N(CCO)C(=O)C(c1ccccc1)c1ccccc1	-12%	-1%	-24	-3%	14%	0%	-6%
CNc1nc2ccccc2n(C)c1=O	4%	-6%	-17	-2%	-25%	-8%	-5%
O=C(OCC(=O)N1CCOCC1)c1cc2ccccc2oc1=O	3%	-12%	-14	.	3%	2%	11%
Cc1ccc(C)c(NC(=O)Cn2cc(S(=O)(=O)c3ccc(F)cc3)c(=O)c3cc(F)ccc32)c1	7%	.	-2	.	.	-1%	5%
CCOC(=O)C1CCN(C(=O)CNC(=O)c2nn(-c3ccc(OC)c(Cl)c3)c(=O)c3ccccc23)CC1	-6%	-5%	10	0%	154%[activator]	0%	0%
CCC(C(=O)NC1CCCCC1)N(Cc1cccs1)C(=O)CCC(=O)Nc1cc(C)on1 (stereo not given)	-5%	10%	-11	0%	23%	0%	-18%
